Screens as filed in PubChem.
OX1R antag: OX1R (HCRTR1) antagonists, primary screen, fluorescence, CHO/OX1R cells, Fluo-8 calcium, orexin A. AID 434989, 2010. Fluo-8 calcium fluorescence. Orexin/Hypocretin receptor type 1 (Homo sapiens), O43613. 330,000 tested, 0.43% active. inhibition, % at 5 µM;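 active means inhibition above its plate's threshold, mean inhibition of all tested compounds on the plate plus 3 SD, cut at about 37% in these data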;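 further: 0% = orexin A challenge wells and 100% = SB-334867-A antagonist wells; not every result past the cut was called active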
Target sequence (O43613 whole entry, looked up): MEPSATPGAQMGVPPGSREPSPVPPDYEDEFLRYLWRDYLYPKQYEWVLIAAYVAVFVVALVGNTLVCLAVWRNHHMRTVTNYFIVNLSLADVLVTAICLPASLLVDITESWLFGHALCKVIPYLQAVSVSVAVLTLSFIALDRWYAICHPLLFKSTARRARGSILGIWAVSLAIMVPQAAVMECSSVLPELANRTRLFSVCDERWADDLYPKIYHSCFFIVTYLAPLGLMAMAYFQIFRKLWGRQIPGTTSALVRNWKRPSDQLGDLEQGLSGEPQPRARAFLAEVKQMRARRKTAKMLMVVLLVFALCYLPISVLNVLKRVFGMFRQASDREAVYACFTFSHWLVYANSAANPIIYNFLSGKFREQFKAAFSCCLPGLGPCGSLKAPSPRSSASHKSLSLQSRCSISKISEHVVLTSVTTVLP
CHT allo act: CHT positive allosteric modulators, primary screen, cell-based, membrane potential dye, choline EC20; 310,000 tested, 0.49% active; AID 488977, 2010; CHT-expressing cells; active compounds read high; LV-AA mutant CHT in HEK293 cells; High affinity choline transporter 1 (Homo sapiens), Q9GZV3; B-score at 10 µM;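 active means initial fluorescence not abnormally high and integrated response B-score, plate-corrected, over 3 SD above library mean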
Target sequence (Q9GZV3 whole entry, looked up): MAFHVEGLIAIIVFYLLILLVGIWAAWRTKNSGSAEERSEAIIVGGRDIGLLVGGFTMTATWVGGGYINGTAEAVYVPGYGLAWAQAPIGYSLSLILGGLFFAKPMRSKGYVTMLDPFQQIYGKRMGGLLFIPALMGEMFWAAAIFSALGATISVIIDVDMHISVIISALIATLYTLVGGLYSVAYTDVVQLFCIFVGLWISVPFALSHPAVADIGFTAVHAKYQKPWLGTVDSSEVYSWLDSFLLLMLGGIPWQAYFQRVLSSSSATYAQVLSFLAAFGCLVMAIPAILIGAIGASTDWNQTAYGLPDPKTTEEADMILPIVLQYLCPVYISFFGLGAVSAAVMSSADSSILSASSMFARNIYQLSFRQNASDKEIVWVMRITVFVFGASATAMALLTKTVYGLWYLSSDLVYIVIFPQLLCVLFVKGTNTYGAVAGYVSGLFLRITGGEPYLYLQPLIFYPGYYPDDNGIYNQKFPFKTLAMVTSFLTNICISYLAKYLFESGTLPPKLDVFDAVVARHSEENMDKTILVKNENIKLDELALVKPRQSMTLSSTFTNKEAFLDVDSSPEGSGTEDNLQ
An asterisk follows results filed as active; i = inactive; · = no result given; & = joins results of further samples.

Order of results – OX1R antag	CHT allo act
> O=C(Nc1ccccc1C(F)(F)F)N1CCN(C(c2ccccc2)c2ccccc2)CC1
 : -37	i
> CN1CCC(=NNC(=O)c2cc(-c3ccc(Cl)cc3)n[nH]2)CC1
 : -2	i
> CCC1CCCCN1CCCNC(=O)CN1C(=O)c2cccnc2Oc2ccc(C)cc21 (stereo unspecified)
 : -19	i
> Cc1ccc(C)c(Oc2cc(NC(=O)CCCn3nc(C)c([N+](=O)[O-])c3C)cc([N+](=O)[O-])c2)c1
 : 7	i
> C=CCCC(=O)NC1CC(C)(C)Cc2c1cnn2-c1ccc(OC)cc1 (stereo unspecified)
 : -30	i
> Cc1ccc(OCC(=O)Nc2cccc(O)c2)cc1C
 : 3	i
> CCc1cc(=O)oc2cc3occ(-c4ccc(OC)c(F)c4)c3cc12
 : -21	i
> O=C(C1CCN(S(=O)(=O)c2ccc(Cl)cc2)CC1)N1CCOCC1
 : -23	i
> CCOC(=O)c1c(C)[nH]c(C)c1C(=O)COC(=O)c1cccnc1Cl
 : -12	·
> CCCCNS(=O)(=O)c1ccc2nc(SCC(=O)c3ccccc3OC)[nH]c2c1
 : 10	i

The last two entries of the part before open the next one:
Order of results – OX1R antag	CHT allo act
> CCOC(=O)c1c(C)[nH]c(C)c1C(=O)COC(=O)c1cccnc1Cl
 : -12	·
> CCCCNS(=O)(=O)c1ccc2nc(SCC(=O)c3ccccc3OC)[nH]c2c1
 : 10	i
> Cc1ccccc1[C@@H]1C(C#N)=C(N)S[C@H]1C(=O)c1ccccc1
 : 2	i
> O=C(Nc1ccnn1C1CCN(C2CCOCC2)CC1)c1cccc(F)c1
 : -15	i
> CCC(=O)Nc1ccc(N2CCOCC2)c(S(=O)(=O)Nc2ccc(Cl)cc2)c1
 : -38	·
> COc1ccc(NC(=O)CCCN2C(=O)CN(C)C2=O)cc1Cl
 : -14	·
> Cn1c(COc2ccccc2)nnc1SCCN1CCOCC1
 : -5	i
> CNC(=O)COc1coc(CN2CCN(c3cccc(Cl)c3)CC2)cc1=O
 : -1	i
> COC(=O)C1CN(C(=O)COc2ccc(C)c(C)c2)c2ccccc2O1 (stereo unspecified)
 : -24	i
> Nc1nc(CSc2nnc(-c3cccc(F)c3)n2-c2ccccc2)nc(N2CCOCC2)n1
 : -8	i
> O=[N+]([O-])c1ccc(N2CCCCC2)cn1
 : -6	i
> O=C(O)CSc1nnc(-c2ccccc2O)n1Cc1ccccc1
 : 3	i
> CC1CCC2CCCCC2N1C(=O)c1cc([N+](=O)[O-])cc([N+](=O)[O-])c1 (stereo unspecified)
 : -8	i
> CCN(C(=O)CN1CCN(c2cccc(C(F)(F)F)c2)CC1)c1c(N)n(Cc2ccccc2)c(=O)[nH]c1=O
 : -3	i
> O=C(NC12CC3CC(CC(C3)C1)C2)c1c(Cl)cccc1Cl
 : -1	i
> O=[N+]([O-])c1ccc(C(O)C23CN4CN(CN(C4)C2)C3)cc1 (stereo unspecified)
 : -20	i
> Cc1ccc(N(C)S(=O)(=O)c2ccc3[nH]cc(C(=O)NCCCN4CCOCC4)c(=O)c3c2)cc1C
 : 1	i
> Cc1ccccc1Cn1nnc(C(=O)Nc2ccc3c(c2)OCCO3)c1N
 : -4	i
> CCO[C@@H]1OC(C(=O)NCc2nc3ccccc3[nH]2)=C[C@H](C2CCCCC2)[C@H]1CCCO
 : -29	i
> O=C(/C=C/c1ccccc1)Oc1ccc(C(=S)N2CCOCC2)cc1
 : -4	i
> COc1ccc(OC)c(NC(=O)CCn2ccnc2)c1
 : -14	i
> CCN(CCCNC(=O)C1CCN(C(=O)c2cc3sccc3n2C)CC1)Cc1ccccc1
 : -20	i
> CCCn1c(NCc2ccc3c(c2)OCO3)nc2ccccc21
 : 7	i
> COc1ccc2oc(=N)c(C(=O)NCc3ccccc3)cc2c1
 : ·	i
> CCc1ccc(-c2cn(-c3nc(C)cc(C)n3)c(=N)o2)cc1
 : -23	i
> CCCOc1ccc(-c2nnc(-c3ccco3)o2)cc1
 : -19	i
> Cn1c(=O)c2c(ncn2CC(=O)N/N=C/c2ccco2)n(C)c1=O
 : -9	i
> CN(C(=O)CSc1nnc(-c2cccs2)n1N)c1ccccc1
 : -4	·
> Cc1ccc(Nc2nc(CSc3nnc(-c4ccncc4)n3-c3ccccc3C)cs2)cc1
 : -41	i
> Cc1cccc(C(=O)NNC(=O)CCn2nnc3ccccc32)c1
 : -6	i
> O=S(=O)(NCc1ccc(Cl)cc1Cl)c1ccc(N2CCOCC2)nc1
 : -25	i
> CCc1ccc(C2CC(c3ccccc3C)n3nc(N)nc3N2)cc1 (stereo unspecified)
 : 11	i
> CCOC(=O)C1CCCN(CC(O)COCc2ccc3c(c2)OCO3)C1 (stereo unspecified)
 : -5	i
> C#CCOc1ccc(CNC[C@H]2O[C@@H](n3cnc4c(N)ncnc43)[C@H](O)[C@@H]2O)cc1
 : -17	·
> COc1ccccc1NC(=S)N(Cc1cccs1)C1CCCC1
 : -43	i
> COc1ccc(NC(=O)C2CCCN2c2nn3c(=O)cc(C)nc3s2)cc1 (stereo unspecified)
 : -13	i
> CC(CCOC1=NS(=O)(=O)c2ccccc21)NC(=O)C(=O)Nc1ccccc1 (stereo unspecified)
 : -28	i
> Cc1nn(-c2ncc(C(F)(F)F)cc2Cl)c(=O)n1-c1cccc(Cl)c1
 : -9	i
> COc1ccc(CN(C)C(=O)Cn2ccc(N)nc2=O)cc1OC
 : -2	·
> O=C(c1cccs1)N1CCN(C2CCCCC2)CC1
 : -4	i
> Cc1cccn2c(=O)c(/C=C(\C#N)S(=O)(=O)c3ccccc3)c(N3CCC(C(N)=O)CC3)nc12
 : 6	i
> COC(=O)Cn1c(=O)c2c(nc3n2CC(C)CN3Cc2ccccc2)n(C)c1=O (stereo unspecified)
 : 31	i

More records:
Molecule | OX1R antag | CHT allo act
CCS(=O)(=O)c1ccc2oc(Nc3ccc(OC)cc3)nc2c1 | -18 | i
COc1ccc(S(=O)(=O)N2CCOCC2)cc1NC(=O)Cc1ccccc1Cl | -20 | i
Cc1ccc(-c2nn3c(C)nnc3c3ccccc23)cc1S(=O)(=O)N1CCN(CCO)CC1 | -7 | i
O=C(Cn1nnc(-c2ccccc2)n1)Nc1cccc(S(=O)(=O)N2CCCC2)c1 | -18 | i
CS(=O)(=O)c1ccc(C(=O)NCc2ccccc2F)cc1 | 6 | i
CNc1ccccc1C(C)(C)c1cc(-c2cccc(OC)c2)no1 | 13 | i
O=C(COC(=O)c1ccco1)Nc1cccc(Br)c1 | -16 | i
COc1ccccc1NC(=O)CSc1nccn1Cc1ccccc1 | -19 | i
CO/N=C1\CCCc2c(C(=O)NN)sc(SC)c21 | -14 | i
CCN(CC)CCCN(Cc1cc2ccc(C)c(C)c2[nH]c1=O)C(=O)NC1CCCCC1 | -28 | i
Cn1cc(C(=O)NS(=O)(=O)Nc2ccc(Br)cc2)c2ccccc21 | 3 | i
O=C1CSc2ccc(S(=O)(=O)NCc3ccc(F)cc3)cc2N1 | -14 | i
Cc1ccccc1Nc1cc2ccccc2c(=O)[nH]1 | -11 | i
COc1cc(C(=O)N(C)CC(=O)Nc2cccc(F)c2)ccc1OCc1ccccc1 | -15 | i
Cc1cc(NC(=O)Nc2ccccc2F)ccc1Br | 13 | i
COc1cc(/C=N/NC(=O)CCOc2ccccc2C)cc(Br)c1O | -23 | i
CN(C(=O)c1ccccc1[N+](=O)[O-])c1ccccc1C(=O)NCc1ccccc1 | -8 | i
Oc1ccc(NC(=S)N=Nc2c(O)[nH]c3ccccc23)cc1 | -4 | i
COc1cc(C(CCN2CCN(c3ccccc3)CC2)c2c(OC)cc(OC)c3ccc(=O)oc23)cc(OC)c1OC (stereo unspecified) | -25 | i
COc1ccc(C(CNC(=O)C(=O)Nc2ccc3c(c2)OCCO3)N2CCN(C)CC2)cc1 (stereo unspecified) | -8 | i
C(#Cc1ccccc1)Cn1nnc2ccccc21 | -18 | i
COc1ccc(OC)c(S(=O)(=O)NCCCn2ccnc2)c1 | -17 | i
CCCCN(C)CCCNC(=O)c1cc(-c2cccnc2)nc2ccccc12 | -30 | i
CCCCNC(=O)c1c(N)n(/N=C/c2ccccn2)c2nc3ccccc3nc12 | -21 | i
O=C(CC1Nc2c3ccccc3nc(=S)n2C1=O)NC1CCCCC1 (stereo unspecified) | -15 | i
CCNC(=O)NC(=O)C(C)OC(=O)C1CCN(S(=O)(=O)c2ccccc2C(=O)OC)CC1 (stereo unspecified) | -14 | i
O=C(CCc1ccccc1F)N1CCN(c2ccc(C(F)(F)F)cn2)CC1 | -22 | i
COc1cc(CNc2cccc3[nH]c(C(F)(F)F)nc23)cc(OC)c1 | 10 | i
Cc1ccc(S(=O)(=O)CCC(=O)OCc2cc(=O)oc3cc(C)ccc23)cc1 | -20 | ·
CO/N=C/C1C(=O)NN=C1c1ccccc1 (stereo unspecified) | 6 | i
Cc1ccc(N2CCN(CCCCN3C(=O)C4CCCN4C3=O)CC2)cc1 (stereo unspecified) | -21 | i
CC(=O)Nc1ccc(Nc2nnc(-c3ccc(O)cc3)c3ccccc23)cc1 | -12 | i
Cc1onc(-c2c(F)cccc2Cl)c1C(=O)Nc1nc2c(s1)CCCC2 | -18 | i
O=C(Nc1ccc(Cl)cc1)c1csc(-c2ccccc2)n1 | -41 | i
O=S(=O)(NCc1cccnc1)c1ccc(Cl)cc1 | -12 | i
CCOc1ccc(N2C(=O)C3Sc4[nH]c(=O)sc4C(c4ccc(OC)c(OC)c4)C3C2=O)cc1 (stereo unspecified) | -17 | i
CCCCNc1c(-c2ccc(OC)c(SC3CCCCC3)c2)nc2ccc(C)cn12 | 90* | ·
Cc1cc(=O)[nH]c(Nc2ccc(Cl)cc2)n1 | -12 | i
Cc1ccccc1SCC(=O)N/N=C/c1ccc(F)cc1 | -11 | i
CCc1ccccc1NC(=S)NCC1CCN(c2ccc(OC)cc2)C1 (stereo unspecified) | -15 | i
C=CCn1c(SC2CCOC2=O)nc2sc(C)c(C)c2c1=O (stereo unspecified) | -20 | i
CCCCC(=O)Nc1ccccc1Oc1ccccc1 | -34 | i
CC(C)(C)S(=O)(=O)c1cnc(N2CCOCC2)nc1N | -10 | i
CC1CCN(c2c(NCC3CCC(C(=O)Nc4ccccn4)CC3)c(=O)c2=O)CC1 (stereo unspecified) | -4 | i
Cc1c(CCOC(=O)c2ccc(N3CCOCC3)c([N+](=O)[O-])c2)sc[n+]1CC#N | -20 | i
Cc1cc(=O)n(C)c(=O)n1CCCCOc1cccc([N+](=O)[O-])c1 | 0 | i
Cc1nc2oc(C(=O)c3ccc(Br)cc3)c(N)c2c2c1COC(C)(C)C2 | -14 | i
CC1CC(C)CN(C(=O)CN2C(=O)NC(C)(C)C2=O)C1 (stereo unspecified) | -6 | i
Cc1ccc(Cl)cc1N1CCN(S(=O)(=O)c2ccc(-c3ccc(=O)[nH]n3)o2)CC1 | -9 | i
CS(=O)(=O)N1CCN(C(=O)NC2CCCCC2)CC1 | -24 | i
Cc1cccc(Nc2nc(N3CCCC3)nc(N3CCCC3)n2)c1 | -23 | i
O=C(Nc1ccc(Cl)cc1)NC1CCCc2ccccc21 (stereo unspecified) | -10 | i
Cc1ncc(C[n+]2csc(CCO)c2C)c(N)n1 | -13&7 | i
Cc1ccsc1/C=C(\C#N)C(=O)NC1CCS(=O)(=O)C1 (stereo unspecified) | -10 | i
O=C(NCc1ccncc1)Nc1ccccc1 | -16 | i
Cc1nc(CC(=O)c2ccc(O)cc2O)cs1 | -7 | i
CCCOc1ccc(C(=O)N/N=C/c2c[nH]c3ccc(Br)cc23)cc1 | 2 | i
CCN(CC)C(=O)Cn1cnc2sc(C(=O)NCCCN3CCOCC3)c(C)c2c1=O | -7 | i
Cc1ccc(S(=O)(=O)N2CCOCC2)cc1NC(=O)Cn1nc(C)c([N+](=O)[O-])c1C | -19 | i
COC(=O)c1ccc(CSc2nnc(NC(C)C)s2)cc1 | -22 | i

Additional entries
Molecule | OX1R antag | CHT allo act
C[C@@H](C(=O)Nc1ccc2c(c1)OCCO2)n1c(=O)[nH]c2ccccc2c1=O | -23 | i
O=C(CCN1C(=O)/C(=C/c2ccccc2Cl)SC1=S)N1CCOCC1 | -15 | i
O=C(CSc1ccc(-c2ccncc2)nn1)c1ccccc1 | -6 | i
CCn1nc2cc(C(=O)NCC34CC5CC(CC(C5)C3)C4)ccc2c1OC | -13 | i
Cc1cc(C(F)(F)F)n(-c2nc(C(=O)NNS(=O)(=O)c3ccccc3)cs2)n1 | -32 | i
NC(=S)Nc1ccccc1Br | 0 | i
O=C(O)Cn1cnc2c(OCc3ccccc3)ncnc21 | -7 | ·
CCOC(=O)c1ccccc1NC(=S)N1CCC(C(N)=O)CC1 | 3 | i

Structures shown so far that have a thiophene ring, fused or not:
Molecule | OX1R antag | CHT allo act
CCN(CCCNC(=O)C1CCN(C(=O)c2cc3sccc3n2C)CC1)Cc1ccccc1 | -20 | i
CN(C(=O)CSc1nnc(-c2cccs2)n1N)c1ccccc1 | -4 | ·
COc1ccccc1NC(=S)N(Cc1cccs1)C1CCCC1 | -43 | i
O=C(c1cccs1)N1CCN(C2CCCCC2)CC1 | -4 | i
CO/N=C1\CCCc2c(C(=O)NN)sc(SC)c21 | -14 | i
C=CCn1c(SC2CCOC2=O)nc2sc(C)c(C)c2c1=O (stereo unspecified) | -20 | i
Cc1ccsc1/C=C(\C#N)C(=O)NC1CCS(=O)(=O)C1 (stereo unspecified) | -10 | i
CCN(CC)C(=O)Cn1cnc2sc(C(=O)NCCCN3CCOCC3)c(C)c2c1=O | -7 | i
